MDM2 E3 inh: MDM2-luciferase reporter signal enhancers, primary screen, MDM2 E3 ligase inhibitor project, cell-based, luminescence, 1536-well; cell-based MDM2 ubiquitination luciferase reporter, 2 h; 0 = plate control, 100 = twice control, blank-subtracted; hit rate 0.11% among 210,000; signal enhancement, % at 5 µM; AID 1230, 2008;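 active means signal enhancement of 30% or more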;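 further: luminescence tracks abundance of the self-degrading MDM2-luciferase fusion protein; higher signal means inhibition of MDM2 E3 ligase activity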
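System: stable MDM2–luciferase fusion reporter cells / Input: 2000 cells seeded into each well / Schedule: 4 h settle plus 2 h compound, 37 °C / Compound: single-point 5 µM / Buffer or medium: cells held in DMEM / Benchmarks: control and blank well means / Evaluation: percent signal gain over controls, blank-subtracted / Measured by: luciferase luminescence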
NPY-Y1 antag: NPY-Y1 receptor antagonists, primary screen, cell-based | HEK293-CNG Y1 cells, membrane potential fluorescence; NPY at EC95, then isoproterenol | inhibition, % at 3.6 µM | hit rate 1% among 200,000 | AID 1040, 2008;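 active means inhibition above the campaign mean inhibition of all tested compounds plus 3 SD, cut at about 20% in these data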;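 further: 0% = DMSO wells given NPY plus isoproterenol and 100% = isoproterenol alone without NPY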
Target sequence (P25929 whole entry, looked up): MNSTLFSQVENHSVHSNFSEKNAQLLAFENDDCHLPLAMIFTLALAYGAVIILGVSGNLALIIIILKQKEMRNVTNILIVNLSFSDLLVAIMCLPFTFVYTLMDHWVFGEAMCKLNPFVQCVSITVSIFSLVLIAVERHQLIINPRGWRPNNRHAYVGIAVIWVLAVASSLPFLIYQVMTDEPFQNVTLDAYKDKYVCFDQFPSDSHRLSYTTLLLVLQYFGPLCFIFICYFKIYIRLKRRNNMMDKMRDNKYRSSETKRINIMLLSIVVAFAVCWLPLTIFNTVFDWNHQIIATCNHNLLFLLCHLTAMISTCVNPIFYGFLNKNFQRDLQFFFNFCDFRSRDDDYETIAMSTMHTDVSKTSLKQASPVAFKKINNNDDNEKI
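Assay system: HEK293 Y1/CNG channel cell line; Doses: single compound dose of 3.6 µM, 0.4% DMSO; Timing: dye 3 h, compound 60 min room temperature, stimulation 45 min; Technique: Membrane-potential fluorescent dye readout; Measure: % inhibition of NPY effect.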
Hck Nef HTS: inhibitors of Nef-activated human Hck kinase, primary screen, biochemical, Z-Lyte FRET, 384-well, Hck-YEEI; AID 463187, 2010; inhibition, % at 20 µM; Tyrosine-protein kinase HCK (Homo sapiens), P08631; hit rate 0.68% among 220,000; Recombinant Hck-YEEI plus Nef, Z-Lyte FRET kinase assay;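 active means Hck-Nef kinase inhibition above about 50%, limit read from the data; inactive means inhibition below that limit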;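 further: 0% = DMSO with Hck plus Nef and 100% = Hck alone without Nef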
Runt-SMMHC FRET: inhibitors of RUNX1 Runt–CBFb-SMMHC binding, primary screen, biochemical, FRET, Cerulean-Runt, Venus-CBFb-SMMHC, uHTS; Cerulean-Runt/Venus-CBFb-SMMHC FRET ratio 530/480, 1 h; inhibition, % at 20 µM; Runt-related transcription factor 1 (Homo sapiens) + Core-binding factor subunit beta …; hit rate 0.74% among 220,000; AID 1434, 2008;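 active means mean inhibition across duplicate retests at 20 µM reaching about 50%, limit read from the data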;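 further: 0% = DMSO wells and 100% = wells with excess untagged CBFb-SMMHC; inhibitors lower the FRET ratio by blocking Runt binding to CBFb-SMMHC; some results filed as inactive read as strong as hits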
NPY2 pot ag: NPY-Y2 potentiators or agonists, primary screen, cell-based; Neuropeptide Y receptor type 2 (Homo sapiens), P49146; cells expressing NPY-Y2, potentiator/agonist read-out; activation, % at 3.6 µM; hit rate 0.45% among 220,000; in the data active means activation above about 27%;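 further: cells stimulated with NPY near EC25 plus isoproterenol at EC100; 0% = vehicle plus submaximal agonist and 100% = vehicle plus saturating agonist; some results beyond the cut were filed as inactive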
Target sequence (P49146 whole entry, looked up): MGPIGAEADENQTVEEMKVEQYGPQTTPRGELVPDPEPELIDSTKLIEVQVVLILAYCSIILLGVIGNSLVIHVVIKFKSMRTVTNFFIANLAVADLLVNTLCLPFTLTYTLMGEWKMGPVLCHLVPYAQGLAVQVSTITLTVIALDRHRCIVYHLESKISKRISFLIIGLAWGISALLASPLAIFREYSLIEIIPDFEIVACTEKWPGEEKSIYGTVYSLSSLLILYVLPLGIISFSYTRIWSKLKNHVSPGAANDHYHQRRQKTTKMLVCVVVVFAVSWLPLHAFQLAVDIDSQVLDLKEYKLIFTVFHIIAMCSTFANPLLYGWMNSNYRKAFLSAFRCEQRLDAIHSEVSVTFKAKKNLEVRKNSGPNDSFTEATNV
NPY-Y1 PAM-ag: NPY-Y1 receptor potentiators or agonists, primary screen, cell-based. NPY-Y1 expressing cells, potentiator/agonist activation. hit rate 0.37% among 220,000. Neuropeptide Y receptor type 1 (Homo sapiens), P25929. activation, % at 3.6 µM; in the data active means activation above about 33%, passing the limit was not always enough;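 further: cells stimulated with NPY at EC10 then isoproterenol at EC100; 0% = low agonist plus stimulus and 100% = saturating agonist plus stimulus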
RBBP9 inh: human RBBP9 inhibitors, primary screen, biochemical, fluorescence polarization, FP-Rh probe, HTS; recombinant RBBP9; AID 1515, 2009; Serine hydrolase RBBP9 (Homo sapiens), O75884; hit rate 0.2% among 220,000; inhibition, % at 7.94 µM;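 active means inhibition above the campaign mean of all tested compounds plus 3 SD, cut at about 14% in these data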;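 further: plate controls were DMSO wells with RBBP9 for no effect and wells lacking RBBP9 protein for full effect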
Target sequence (O75884 whole entry, looked up): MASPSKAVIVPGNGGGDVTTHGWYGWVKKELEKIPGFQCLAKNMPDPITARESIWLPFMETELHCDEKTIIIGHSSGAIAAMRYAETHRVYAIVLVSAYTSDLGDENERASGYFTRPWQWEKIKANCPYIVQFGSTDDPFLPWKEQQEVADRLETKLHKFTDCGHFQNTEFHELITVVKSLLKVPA
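Test system: recombinant human RBBP9. Quantity: 2.5 µM RBBP9 dispensing solution, before mixing. Detection: FP readout at 525/598 nm. Reagent: Serine-hydrolase probe FP-Rh, 375 nM pre-mixing. Measure: % inhibition. Control set: DMSO-treated enzyme wells and wells lacking RBBP9. Buffer or medium: Tris-NaCl-Pluronic buffer, pH 8.0. Times: preincubation 30 min plus labeling 45 min at 25 °C.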
p97 inhibitor: inhibitors of human p97 ATPase, primary screen, biochemical; recombinant p97 ATPase, Kinase-Glo ATP luminescence, 3 h; inhibition, % at 8 µM; hit rate 0.42% among 220,000; AID 1481, 2009; in the data active means inhibition above about 15%;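 further: 0% = DMSO vehicle and 100% = wells lacking enzyme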
Runt-CBFb FRET: inhibitors of RUNX1 Runt–CBFb binding, primary screen, biochemical, FRET, Cerulean-Runt, Venus-CBFb, uHTS. Cerulean-Runt/Venus-CBFb FRET ratio 530/480, 1 h. inhibition, % at 20 µM. hit rate 0.46% among 220,000. AID 1496, 2009;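 active means inhibition over about 50% at 20 µM in the single-dose screen, limit read from the data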;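 further: 0% = DMSO wells and 100% = excess unlabeled CBFb competitor control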
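Buffer or medium: Tris pH 7.5 buffer with BSA. Assay system: Cerulean-labeled Runt domain protein. Amount: each fluorescent fusion protein 100 nM. Read-out basis: loss of energy transfer signal. Incubation: 1 h compound exposure, room temperature. Probe or stimulus: Venus-CBFb binding partner, 100 nM. Detection: FRET, excitation 422 nm, emission at 530 and 480 nm.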
Starred values were filed as active, the others as inactive; x = not tested or not shown. Not a hit list. About 3.5% of those tested had a hit in this group.

smiles	MDM2 E3 inh	NPY-Y1 antag	Hck Nef HTS	Runt-SMMHC FRET	NPY2 pot ag	NPY-Y1 PAM-ag	RBBP9 inh	p97 inhibitor	Runt-CBFb FRET
CCN(CC)CCNC(=O)c1ccc(NC(=O)c2cccc(S(=O)(=O)Nc3ccc(C)cc3)c2)cc1	-33	9	8	1	-20	10	-15	-6	-3
CCC(=O)N(Cc1c(C)nn(-c2ccccc2)c1Cl)c1ccc(Cl)cc1	-10	29*	0	1	-11	-14	-6	-3	-1
C[C@@H]1CC=C[C@H]2[C@H]1C(=O)N(Cc1ccccc1)[C@H]2c1ccc(F)c(-c2ccc(N(C)C)cc2)c1	0	x	13	2	x	x	x	x	4
CCOC(=O)/C(=N/Nc1ccc(Cl)cc1)S(=O)(=O)c1ccc(Cl)cc1	x	7	-23	-5	-3	4	-9	2	0
Cc1ccc(NC(=O)N/C=C/c2ccco2)cc1C	-11	-1	3	-5	4	0	-4	3	0
CCN=c1sc(C(=O)Nc2ccccc2)c(C)n1CC	-1	-1	6	-1	11	27	-1	2	-2
CC1(c2ccccc2)CC(C)(C)N2C(=O)C3(C(C#N)=C(N)Oc4cc(O)ccc43)c3cccc1c32 (centres undefined)	4	-4	0	2	14	24	-10	-1	0
CCc1ccccc1NC(=O)NC1CC2CCC(C1)N2Cc1cccs1 (centres undefined)	6	-1	0	2	7	-4	-9	-3	-1
O=C(c1ccsc1)N1CCN(C(=O)c2cccs2)CC1	-1	-3	0	0	-4	-1	-8	2	0
CCn1cc(C(=O)NCc2cccs2)c(=O)c2ccc(C)nc21	-19	7	5	0	8	18	-3	3	-2
c1ccc(C(c2ccccc2)c2noc(CN3CCC(c4ccncc4)CC3)n2)cc1	-7	2	5	-5	-8	13	-4	4	-1
CN(C(=O)COc1ccc([N+](=O)[O-])cc1)C1CCS(=O)(=O)C1 (centres undefined)	0	-2	8	-3	-15	9	1	3	2
CCN1CCN(CC(=O)Nc2sc3c(c2C#N)CCC3)CC1	-6	-4	17	-2	4	11	-9	3	-2
CCCCN(CC)C(=O)c1ccc(Cl)c(Cl)c1	4	1	-1	0	5	18	0	0	-1
CCOC(=O)CNc1nnc(SCC(=O)OCC)[nH]c1=O	-10	-4	0	-6	1	-2	-7	-2	-3
CCOc1ccc(NC(=S)N(CCN2CCOCC2)Cc2cc3cc4c(cc3[nH]c2=O)OCCO4)cc1	-25	0	18	-11	-8	-6	-4	-3	20
CC(=O)Nc1ccc(NC(=O)CSc2nccn2Cc2ccccc2)cc1	-8	-3	6	2	-4	5	-7	4	0
O=C(CSc1nnc(CNc2ccc(F)cc2)o1)N1CCCc2ccccc21	-14	0	4	0	6	13	-6	2	-2
CC1CCN(C(=O)c2ccc3c(Cl)c4c(nc3c2)CCCC4)CC1	-21	0	-3	2	2	-3	1	-4	-7
COc1ccc(CNc2oc(-c3cccc4ccccc34)nc2C#N)cc1	-8	11	8	5	-18	-13	-5	-1	0
COc1ccc(-c2cc(C(=O)OCC(=O)N(C)C)c3ccccc3n2)cc1	-2	5	3	0	13	-3	-2	-3	-4
Cc1ccc(F)cc1NC(=O)N1CCCN(C(=O)OC(C)(C)C)CC1	-11	x	11	3	-8	-1	1	-1	3
CCN(CC)S(=O)(=O)c1cc(NC(=O)COC(=O)CCC(=O)c2cccs2)ccc1C	-4	9	8	1	-1	-17	-11	-2	-4
O=C(COC(=O)c1cccs1)Nc1ccccc1	-11	1	0	5	-4	-2	-1	2	-1
Cc1[nH]c2c([N+](=O)[O-])cccc2c1C	-13	x	9	-7	-24	2	6	6	-1
CCCn1nnc(NC(=O)c2cc(Br)ccc2OC)n1	-22	-1	1	0	3	-17	-2	3	3
C/C(=N\NS(=O)(=O)c1ccc(Cl)cc1)c1ccc(O)cc1	-14	-2	-1	1	9	10	14	4	-1
O=C(NCc1ccc2c(c1)OCO2)c1cc2ncc(Br)cn2n1	-10	9	7	-11	-13	-17	-3	6	0
COc1cccc(Cn2cnc3c(NS(=O)(=O)c4cccc(Cl)c4Cl)c(C)c(C)cc32)c1	-8	5	-1	-1	4	0	-15	-10	2
Cc1ccc2cc(CCNS(=O)(=O)c3ccc(F)cc3)c(=O)[nH]c2c1C	-3	3	9	0	6	11	-1	2	0
CCOc1ccccc1N(CC(=O)NCc1ccccc1)C(=O)CCC(=O)Nc1cc(C)ccn1	-3	10	34	0	1	8	-8	-6	-3
Cc1nn2c3cc(N4CCOCC4)ccc3nc2c2ccccc12	x	6	2	x	16	7	6	6	x
O=S(=O)(c1cccc(S(=O)(=O)N2CCOCC2)c1)N1CCCCC1	-16	2	0	2	0	-9	11	6	1
Cc1ccc(C(=O)NC(=S)Nc2cccc(-c3nc4ccccc4s3)c2)cc1	-20	-3	2	2	-1	-4	-1	2	5
COc1ccc(NS(=O)(=O)c2ccc(N3CCOCC3)c(NC(=O)c3ccc(OC)cc3)c2)cc1	-4	3	-5	-1	-2	-7	-4	3	0
CCOc1ccc(NS(=O)(=O)c2ccc(NC(=O)c3cccnc3)c(OC)c2)cc1	0	0	-5	-1	-10	-15	-2	6	0
O=c1cc(CSc2nnc(Nc3ccccc3)s2)nc2sccn12	-11	10	6	-4	-24	-1	-4	-2	-2
Cc1cc(C)n2nc(C(=O)N3CCN(Cc4ccc5c(c4)OCO5)CC3)nc2n1	-11	0	28	1	0	-3	3	1	1
O=C(/C=C1\NC2(CCCC2)Cc2ccccc21)C(=O)N/N=C/c1ccccc1O	1	2	0	-11	6	-6	-9	5	0
Cc1cc([N+](=O)[O-])nn1CC(=O)N1c2ccccc2CC1C (centres undefined)	-5	-4	3	5	8	-19	-7	4	-1
COc1ccccc1-n1cnnc1SC(C)C(=O)Nc1cccc([N+](=O)[O-])c1 (centres undefined)	-9	11	2	-2	-4	2	-5	4	2
Cc1ccc(NC(=S)NNC(=O)CSc2nnc(-c3ccc(Cl)cc3)n2C2CCCCC2)cc1	-23	-1	1	5	-6	-4	-7	0	-7
CCOc1ccc(NC(=S)NCc2ccc3[nH]c(C)cc3c2)cc1	-7	-1	11	-10	6	1	-11	3	-2
COc1ccc(Cl)cc1S(=O)(=O)NC1CC(C)(C)NC(C)(C)C1	-10	-1	6	-3	-4	15	-8	5	0
Cc1nnc(NC(=O)c2ccccc2F)s1	-1	-2	1	2	7	3	4	-2	0
O=C(CSc1nc2ccccc2[nH]1)Nc1ccccc1F	-38	-5	2	-4	3	-8	5	0	0
O=C(Nc1ccc2c(c1)OCO2)C1CCCN(S(=O)(=O)Cc2ccccc2)C1 (centres undefined)	-11	7	-1	-2	-11	6	10	1	1
CC(=O)Nc1nnc(CCS(=O)(=O)c2ccc(C)c(C)c2)s1	-7	0	18	-4	1	-9	-8	-7	-1
CCOc1ccc(CN(C)CC(=O)Nc2ccc3c(c2)CCC3)cc1OC	-11	6	15	2	-27	-5	-4	-5	0
Nc1cc2c(cc1C(=O)c1ccccc1F)OCCO2	-11	-6	4	34	6	5	-2	0	20
O=C(Nc1nc(-c2ccccc2)c(C(=O)c2ccccc2)s1)c1ccc(S(=O)(=O)N2CCCCC2)cc1	-3	7	2	8	-3	-13	-2	2	-1
O=[N+]([O-])c1ccc(O)c(C=Nc2ccc3c(c2)OCO3)c1	-10	x	3	0	0	-4	-8	7	14
O=C(/C=C/c1ccco1)NCCCN1CCOCC1	5	1	25	-4	-3	16	-8	5	4
C=C(C)CN(CC)C(=O)CSc1nc(O)cc(=O)n1C1CCCC1	-7	-1	13	3	-12	6	-10	-1	-2
O=C(CN(Cc1ccccc1)C(=O)c1ccc2c(c1)OCCO2)NCc1ccc2c(c1)OCO2	-24	5	0	-4	12	2	-4	3	-1
O=C(NCc1cc(Br)cc(Br)c1OC(=O)c1ccccc1[N+](=O)[O-])c1ccccc1	-6	7	-1	-1	-6	10	-8	0	2
COc1ccc(Cc2nc(C(=O)Nc3ccccc3)cs2)cc1	-12	14	-17	-1	-12	-18	-8	-3	-1
COc1cc(OC)cc(C(=O)NCc2n[nH]c(=S)n2-c2ccccc2)c1	-15	2	1	-2	-2	-3	-1	12	4
FC(F)(F)c1nc(SCc2ccc(Cl)cc2Cl)n[nH]1	-9	x	6	0	0	11	-7	1	1
N#CC1=C2SCN(Cc3ccco3)CN2C(=O)CC1c1cccc2ccccc12 (centres undefined)	-6	-6	0	19	7	9	-8	1	28

New compounds follow.
smiles	MDM2 E3 inh	NPY-Y1 antag	Hck Nef HTS	Runt-SMMHC FRET	NPY2 pot ag	NPY-Y1 PAM-ag	RBBP9 inh	p97 inhibitor	Runt-CBFb FRET
O=C(OCn1nnc2ccccc2c1=O)C1COc2ccccc2O1 (centres undefined)	3	-3	-1	1	-10	-25	-7	-7	0
CCOc1ccc(-c2cc(C(=O)Nc3ccc4c(c3)OCCO4)c3ccccc3n2)cc1	-12	27*	-1	-6	-12	-8	-9	3	-1
Cc1cc(NS(=O)(=O)c2ccc(C3CCCCC3)cc2)no1	-14	4	1	-4	-12	-48	-9	1	-1
CCn1c(O)c(/C=C2\C=NN=C2c2ccccc2)sc1=S	-11	x	10	2	-11	0	-8	1	-2
Cc1ccccc1C1=Nn2c(nnc2-c2ccco2)SC1	-14	x	19	-1	-9	5	-3	-1	2
COc1ccc(CCNC(=O)CNS(=O)(=O)c2cccs2)cc1OC	-9	-1	-2	-2	5	3	3	6	0
Nc1nc(N)nc(-c2ccc(Cl)cc2)n1	-13	0	-15	1	-19	31	-7	1	1
COc1ccc(-c2nnn3c2nc(NCc2ccccc2)c2ccccc23)cc1	-6	4	28	-30	4	5	-4	6	-41
